NRP1-CendR mod = alters CendR peptide binding to human NRP-1 | O14786 | FAM-RPARPAR peptide binding to NRP-1, fluorescence polarization | inhibition, % at 25 µM | actives 0.85% (n = 360,000) | AID 602438;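 active = inhibition or corrected inhibition above about 18%, plus a signal ratio from 0.5 to 1.5, limit read from the data, passing the limit was not always enough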; also: strong numbers were not always called active
Rin1-Abl PPI inh = inhibitors of human Rin1-Abl protein interaction. P00519+Q13671. TR-FRET Rin1/Abl binding, biochemical. actives 0.4% (n = 360,000). inhibition, % at 7.35 µM. AID 588664; in the data active = inhibition above about 5%, passing the limit was not always enough
Neddyl block = blocks human cullin neddylation; TR-FRET cullin neddylation, biochemical; calls only at 25 µM; actives 0.58% (n = 360,000); in the data active = inhibition above about 36%
FAS-TE inh = FAS thioesterase (human) inhibition; actives 0.67% (n = 360,000); AID 602261; recombinant FAS-TE, OMFH fluorogenic substrate, fluorescence endpoint; P49327; inhibition, % at 15 µM;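 active = compounds whose normalised, plate-corrected inhibition of enzyme fluorescence in the single-dose primary screen is 50% or more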;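 also: 0% = DMSO with enzyme and 100% = substrate without enzyme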
MsrA act = activators of bovine methionine sulfoxide reductase A | purified bovine MsrA, absorbance read-out | activation, % at 10.6 µM | actives 0.3% (n = 360,000); in the data active = activation above about 7.5%;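 also: 0% = vehicle and 100% = reference activator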
SKN-1 block = inhibitors of C. elegans SKN-1; AID 624304; inhibition, % at 21.8 µM; C. elegans VP596 Pgst-4::GFP/RFP ratio, acrylamide-induced, 24 h; actives 0.49% (n = 360,000);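 active = interference check ratio from 0.5 to 1.5 plus GFP to RFP signal ratio inhibition reaching or exceeding a fixed threshold, cut at about 30% in these data, passing the limit was not always enough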; also: some compounds called inactive have numbers as strong as hits
MLLE-PAM2 inh = blocks PAM2 peptide binding to the PABP1 MLLE domain. inhibition, % at 20 µM. GST-MLLE / FITC-PAM2 fluorescence polarization. actives 0.36% (n = 360,000); in the data active = inhibition above about 35%, passing the limit was not always enough;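 also: plate controls were DMSO wells with GST-MLLE for no effect and wells lacking GST-MLLE protein for full effect; some results filed as inactive read as strong as hits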
MT1-MMP act inh = blocks activation of human MT1-MMP. P50281. HT1080 RFP-PRO-GFP cells, GFP/RFP ratio fluorescence, overnight; percent of plate control window, DMSO zero. actives 0.061% (n = 360,000). AID 651647. GFP/RFP ratio change, % at 20 µM;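 active = GFP/RFP ratio change of at least 30% with cell ATP level not reduced by more than half and red fluorescence within 50% of control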; also: strong numbers were not always called active
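Assay system: HT1080 RFP-PRO-GFP cells. Benchmarks: DMSO vehicle wells and RFP-L50D-GFP reporter cell wells. Times: overnight cell settling, then overnight compound exposure, 37 °C, 5% CO2. Compound: 20 µM single dose, 1% DMSO. Read-out basis: GFP/RFP fluorescence ratio.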
eLon inh = inhibits E. coli Lon protease. P0A9M0. purified E. coli Lon protease, fluorescence polarization. inhibition, % at 7.94 µM. actives 0.42% (n = 360,000). AID 602123; in the data active = inhibition above about 13%, passing the limit was not always enough;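 also: 0% = enzyme with probe and DMSO and 100% = no enzyme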
The depositor's hits bear a star; i = inactive; · = no result given; + = active, no number; & = joins results of further samples. Compounds as they come; 4% or so of the library scored in one or more.

SMILES	NRP1-CendR mod	Rin1-Abl PPI inh	Neddyl block	FAS-TE inh	MsrA act	SKN-1 block	MLLE-PAM2 inh	MT1-MMP act inh	eLon inh
O=C(Cn1ccc2ccccc2c1=O)NCCC(=O)N1CCN(c2cccc(C(F)(F)F)c2)CC1	-5	-1	i	-4	0	-9	4	3	-2
O=C(N/N=C/c1c[nH]c2ccccc12)c1ccccc1Cl	9	2	i	3	-4	-1	2	-5	-4
CC(C)CN(CC(C)C)C(=O)CC(=O)NC(=O)c1ccc(Cl)cc1	9	-2	i	2	1	24	-7	1	-6
Cc1c(Cc2ccccc2)c(=O)oc2cc(OCC(N)=O)ccc12	9	-1	·	-1	-4	-8	-3	-9	0
CCc1nc(SCC(=O)NCc2ccccc2)c2c(=O)n(C)c(=O)n(C)c2n1	1	-1	i	2	-1	3	-10	1	-1
N#Cc1c(N)n(C2OC(CO)C(O)C2O)c2ncnc(N)c12 (centres undefined)	2	2	i	-5	-2	-3	-13	-2	-5
O=C(Nc1ccccn1)c1ccc([N+](=O)[O-])o1	7	0	i	-1	3	-1	8	-1	-1
NC(=O)C1CCN(C(=O)c2ccc3nc(N4CCCCC4)sc3c2)CC1	-7	0	i	-2	1	-3	-5	1	-3
COc1ccccc1N1CCN(C2CCCN(C(=O)c3ccoc3C)C2)CC1 (centres undefined)	-1	-2	i	-3	-3	13	-1	0	4
CCOC(=O)c1c(N)c2cc([N+](=O)[O-])cnc2n1C	2	-4	i	-3	1	28	-2	1	8
CCN(CC)S(=O)(=O)c1cccc(C(=O)Nc2cccc(C)c2)c1	-6	0	i	6	-3	-6	-1	2	-1
Cc1ccc(-n2cnnn2)c2cccnc12	2	0	i	-13	-10	2	5	4	0

Other results:
SMILES	NRP1-CendR mod	Rin1-Abl PPI inh	Neddyl block	FAS-TE inh	MsrA act	SKN-1 block	MLLE-PAM2 inh	MT1-MMP act inh	eLon inh
Cc1ccc(S(=O)(=O)N2CCN(C(=O)Cc3ccccc3)CC2)cc1	9	2	i	-1	4	-11	4	0	1
O=C(c1ccc2c(=O)n(-c3ccccc3)c(=O)[nH]c2c1)N1CCCCC1	0	3	i	-6	-1	-16	-4	-1	-9
CN=C(Nc1ccc(Br)cc1)SC1CC(=O)N(c2ccc(OC)cc2)C1=O (centres undefined)	0	0	i	22	2	-14	15	0	7
CC(C)=C(C)c1cc2nc(NCCCN(C)C)n(C)c(=O)c2s1	2	-18	i	-5	-3	-10	2	-3	-7
O/N=C(\COc1ccccc1O)c1ccccc1	-5	2	i	-9	-3	8	11	5	-6
Nc1ccc(C(=O)N/N=C/c2cn(Cc3cccc(F)c3)c3ccccc23)cc1	2	0	+	7	-2	4	-8	5	-2
CCC(C)[C@H](NC(=O)NC1CCCc2ccccc21)C(=O)OC (some centres undefined)	-7	-1	i	6	-9	-3	8	3	6
COCCCn1nnnc1SCC(=O)N1CCCC1	-4	3	i	-11	-2	-3	4	-1	-2
COc1cccc(NC(=O)CN2C(=O)COc3ccc(S(=O)(=O)N4CCOCC4)cc32)c1	8	1	i	0	-2	6	-7	-5	-1
COc1ccc(OC)c(-c2oc3ccccc3c(=O)c2O)c1	0	-4	i	2	-4	-4	20	5	-8
COc1ccc([N+](=O)[O-])cc1NC(=O)c1cc(C)c(C)o1	10	-1	i	-7	-14	4	-1	4	4
Cc1cc(C)c[n+](CC(=O)c2ccc(C)c([N+](=O)[O-])c2)c1	9	2	i	-2	-3	13	-2	-4	-5

Fetched by structure from the list above, four records:
SMILES	NRP1-CendR mod	Rin1-Abl PPI inh	Neddyl block	FAS-TE inh	MsrA act	SKN-1 block	MLLE-PAM2 inh	MT1-MMP act inh	eLon inh
CN=C(Nc1ccc(Br)cc1)SC1CC(=O)N(c2ccc(OC)cc2)C1=O (centres undefined)	0	0	i	22	2	-14	15	0	7
CCC(C)[C@H](NC(=O)NC1CCCc2ccccc21)C(=O)OC (some centres undefined)	-7	-1	i	6	-9	-3	8	3	6
Nc1ccc(C(=O)N/N=C/c2cn(Cc3cccc(F)c3)c3ccccc23)cc1	2	0	+	7	-2	4	-8	5	-2
CC(C)=C(C)c1cc2nc(NCCCN(C)C)n(C)c(=O)c2s1	2	-18	i	-5	-3	-10	2	-3	-7

(continued)
SMILES	NRP1-CendR mod	Rin1-Abl PPI inh	Neddyl block	FAS-TE inh	MsrA act	SKN-1 block	MLLE-PAM2 inh	MT1-MMP act inh	eLon inh
O=C1OC(Oc2ccccc2)(c2ccccc2)c2ccccc21 (centres undefined)	0	2	i	24	-8	-1	2	7	-1
O=C(CN1CCN(S(=O)(=O)/C=C/c2ccccc2)CC1)Nc1ccccc1N1CCOCC1	1	-1	i	20	0	5	-5	4	13
COC(=O)c1ccc(NC(=O)CCN2CCCCC2)cc1	5&-6	0&3	i	-8&2	1&-2	-10&0	-7&-6	0&-4	3&4
Cc1ccccc1CSc1nc2[nH]ncc2c(=O)[nH]1	7	-3	i	-14	0	8	-7	-1	-6
CN(C)CCNC(=O)c1cccc2ccc(-c3ccc(-c4ccccc4)cc3)nc12	3	-3	·	28	-3	5	-44	7	-11
CC(C)[C@H](NC(=O)C1CCN(C(=O)[C@@H]2CCCN2)CC1)C(=O)NCc1ccc(F)cc1	16	2	i	-4	-1	-1	0	-2	-3
COc1ccc(C(=O)N/N=C/c2ccc(N(C)c3ccccc3)cc2)cc1	3	-4	·	24	-5	-6	12	3	9
COC(=O)C1CCN(C(=O)C23CCC(C)(C(=O)O2)C3(C)C)CC1 (centres undefined)	1	-2	i	-7	0	-8	0	0	2
Cc1ccc(S(=O)(=O)N2CCC(C(=O)N(C)C3CCS(=O)(=O)C3)CC2)cc1 (centres undefined)	-2	1	i	-6	-7	7	4	4	-7
Cc1c(C(=O)NNc2cc(=O)n(C)c(=O)n2C)cccc1[N+](=O)[O-]	14	5	i	-6	-2	-16	5	-2	2
COc1ccc(CN(C)CC(=O)Nc2ccc(Cl)cc2C(F)(F)F)c(OC)c1	6	-3	i	12	-2	3	-1	-1	-7
CCc1ccccc1NC(=O)Cn1c(=O)n(-c2ccc(CC(=O)NCC3CCCO3)cc2)c(=O)c2ccccc21 (centres undefined)	-5	-4	i	-3	-8	0	0	-1	-1

The list goes on.
SMILES	NRP1-CendR mod	Rin1-Abl PPI inh	Neddyl block	FAS-TE inh	MsrA act	SKN-1 block	MLLE-PAM2 inh	MT1-MMP act inh	eLon inh
C/C=C/c1ccc(OCCOc2cccc3cccnc23)c(OC)c1	-1	1	i	8	-2	-2	2	3	-5
CN1CC2([N+](=O)[O-])CC=C(Oc3ccccc3)C([N+](=O)[O-])(C1)C2 (centres undefined)	3	-1	i	5	-2	10	-4	3	7
Cc1cc(C)n(-c2nc3ccccc3nc2N2CCN(S(=O)(=O)c3cccc(C#N)c3)CC2)n1	0	-3	i	15	-4	-4	1	-40	-3
CN(Cc1cccs1)C(=O)C1CC(=O)N(Cc2ccccc2)C1 (centres undefined)	3	1	i	-2	-1	-2	11	-4	2
O=C(Nc1ccc(F)c(Cl)c1)c1cc(C2CCCN(S(=O)(=O)c3cccc4cccnc34)C2)on1 (centres undefined)	1	-1	i	29	1	9	2	8	4
C#CCOCCOCCOCCNc1nc(N2CCN(C(=O)C([C@@H](C)O)n3cc([C@@H](N)CCCCN)nn3)CC2)nc(N2CCN(C(=O)[C@H](CC(N)=O)n3cc([C@@H](N)C(C)C)nn3)CC2)n1 (some centres undefined)	7	-6	i	-6	0	7	-4	1	-4
COc1cccc(C(c2nnnn2Cc2ccccc2)N2CCN(C(=O)c3ccco3)CC2)c1OC (centres undefined)	10	1	i	3	-1	33	-1	-5	-7
COc1ccc(C2CC(c3ccccc3)Nc3ncnn32)cc1 (centres undefined)	-16	-5	i	-1	0	9	-2	2	3
CNc1cncc(-c2cc(OC)ccc2OC)n1	9	0	i	-14	-8	-4	2	5	5
O=C(NC(=S)N1CCCc2ccccc21)c1ccco1	5	3	i	-3	-3	1	33	4	6
Cc1cccc(N(C(=O)c2snc(C(N)=O)c2N)C(C(=O)NCC2CCCO2)c2c[nH]c3ccccc23)c1 (centres undefined)	-6	0	i	0	-6	-13	-9	-5	9
CCn1ccnc1CN(C)Cc1cn(-c2ccc(C)cc2)nc1-c1ccc(F)cc1	-5	2	i	32	1	9	-10	-3	-1

(next part)
SMILES	NRP1-CendR mod	Rin1-Abl PPI inh	Neddyl block	FAS-TE inh	MsrA act	SKN-1 block	MLLE-PAM2 inh	MT1-MMP act inh	eLon inh
NC(=O)c1ccc(NC(=O)COC(=O)c2ccc3c(c2)OCO3)cc1	4	1	i	-8	-4	-4	3	4	-5
CC(C)c1ccc(NC(=O)c2ccc(Br)o2)cc1	5	-3	i	9	-3	15	10	7	3
COc1cc(C(=O)ONC(=O)c2ccc(OC(F)F)cc2)cc(OC)c1OC	0	1	i	-6	-1	9	3	2	-3
Cc1cc(=O)n2nc(N3CCCC3C(=O)NCCCN3CCCCC3)sc2n1 (centres undefined)	0	-1	i	-8	-1	9	13	0	-3
CCN(CC)C(=O)Oc1ccc2c(=O)c(-c3ccccc3)coc2c1	2	-2	i	11	-2	13	-1	-2	-2
COC(=O)c1ccc(CN2C(=O)C(C)N(C(=O)c3c(F)cccc3F)c3ccccc32)cc1 (centres undefined)	1	0	i	16	2	6	3	2	-1
O=C1CN(C(=O)COC(=O)c2cccc(S(=O)(=O)NCc3ccccc3)c2)c2ccccc2N1	7	-1	i	5	-2	20	-59	4	11
CCc1ccc(NC(=O)CC2C(=O)N(c3ccc(C)cc3)C(=O)N2CCc2ccncc2)cc1 (centres undefined)	16	1	i	3	-2	9	-7	-6	1
CCCS(=O)(=O)N1CCCC(C(=O)NCCc2ccc(OC)c(OC)c2)C1 (centres undefined)	16	-1	i	-5	0	-1	-3	0	1
Cc1ccc2cc(COC(=O)c3ccco3)c(=O)[nH]c2c1	5	-6	i	-4	0	11	-5	0	-7
C[C@@]12C(=O)Nc3ccc(F)cc3C(=O)N1[C@H]1c3cc(Br)ccc3OC[C@@H]1[C@@H]2c1ccccc1	7	3	i	89*	-2	16	-8	-19	-7
CC(NC(=O)COC(=O)CCc1nc2ccccc2c(=O)[nH]1)c1ccccc1 (centres undefined)	-8	0	i	-4	3	2	-10	-3	-1

The results go on.
SMILES	NRP1-CendR mod	Rin1-Abl PPI inh	Neddyl block	FAS-TE inh	MsrA act	SKN-1 block	MLLE-PAM2 inh	MT1-MMP act inh	eLon inh
O=C(c1ccc(-c2ccccc2)c(F)c1)C1CCCN(CCCn2cccn2)C1 (centres undefined)	5	-1	i	3	-2	-9	4	1	-7
NNC(=O)CNC(c1ccccc1)c1cc(Br)ccc1NC(=O)c1ccccc1Br (centres undefined)	-3	3	i	-1	-11	3	5	-2	-4
COc1ccc(NC(=O)CN(C)S(=O)(=O)c2ccccc2)cc1OC	0	0	i	-4	-8	-28	-6	3	-13
COc1cc(NC(=O)COC(=O)c2cc(S(=O)(=O)N3CCCCC3)ccc2Cl)c(C)cc1[N+](=O)[O-]	3	-2	i	40	-8	8	0	6	-1
CCS(=O)(=O)N1CCN(C(=O)CC(C)C)CC1	-9	3	i	-7	-8	3	-16	-1	7
COc1ccc(-c2cc3cc(C(=O)O)ccn3c2C(=O)c2ccccc2)cc1	2	-2	i	15	-3	12	2	1	2
N#Cc1nccc2ccc(OCc3ccc(Br)cc3)cc12	-1	-2	i	16	1	18	4	-1	0
Cc1nc2ccccc2nc1OCc1cccc(Cl)c1	-5	-2	i	-4	-3	9	-25	0	-3
COc1ccc(/C(C)=N/Nc2ccc(F)cc2F)c(O)c1	-11	3	i	10	-3	4	4	-1	-3
CC(c1ccco1)N(C(=O)c1cccc(Br)c1)c1ccccn1 (centres undefined)	4	0	i	0	-2	-4	2	5	-6
CCC(CC)C(=O)Nc1cccc(C(=O)NCCc2ccc(S(N)(=O)=O)cc2)c1	7	1	i	-7	-1	0	17	-1	3
O=C(/C=C/c1ccccc1)Nn1cnc2ccccc2c1=O	14	-3	i	-7	-4	7	0	-2	-3

Assay outcomes as filed in PubChem BioAssay.
